V1aR counter – V1a receptor agonism, counter-screen for OXTR agonists | P37288 | CHO-V1R cells, Fluo-8 calcium fluorescence, agonist mode; 0% DMSO, 100% 3 nM vasopressin | activation, % at 3 µM | 0.25% of 320,000 active | AID 2797;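 active = activation above the mean activation of all tested compounds plus 3 SD, per screening run, cut at about 20% in these data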;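 note: signal is peak over basal fluorescence ratio across a 100 second FLIPR read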
Target sequence (P37288 whole entry, looked up): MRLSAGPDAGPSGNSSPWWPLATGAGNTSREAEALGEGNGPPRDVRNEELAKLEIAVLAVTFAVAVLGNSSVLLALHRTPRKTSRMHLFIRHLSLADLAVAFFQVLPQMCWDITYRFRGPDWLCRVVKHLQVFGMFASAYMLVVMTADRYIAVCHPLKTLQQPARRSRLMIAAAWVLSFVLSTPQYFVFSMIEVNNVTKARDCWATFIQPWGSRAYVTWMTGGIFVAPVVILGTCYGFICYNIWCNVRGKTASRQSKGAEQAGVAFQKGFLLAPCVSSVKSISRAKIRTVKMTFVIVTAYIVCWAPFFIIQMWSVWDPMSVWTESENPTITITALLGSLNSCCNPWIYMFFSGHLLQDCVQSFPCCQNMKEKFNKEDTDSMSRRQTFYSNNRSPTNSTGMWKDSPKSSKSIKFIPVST
GalR3 antagonist – human GalR3 antagonism; O60755; HEK293 GalR3-CNG cAMP membrane potential fluorescence; galR3 body fused to GalR1 C-terminus; inhibition, % at 3 µM; 0.44% of 360,000 active; AID 651719;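 active = inhibition above the screen-wide average plus 3 SD, cut at about 13% in these data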;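 note: forskolin and galanin both at EC90 stimulate the cells; cAMP rise reported by CNG channel membrane potential dye signal; 0% = forskolin plus galanin with DMSO and 100% = forskolin alone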
OXTR agonist – agonists of human oxytocin receptor | activation, % at 3 µM | 0.32% of 320,000 active | P30559 | CHO-OTR cells, Fluo-8 calcium fluorescence; normalized: DMSO 0%, oxytocin 100% | AID 2435;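 active = activation above the mean of all tested compounds plus 3 SD, cutoff set per screening run, cut at about 20% in these data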;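 note: peak over basal fluorescence ratio from a 100 s FLIPR kinetic read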
Target sequence (P30559 whole entry, looked up): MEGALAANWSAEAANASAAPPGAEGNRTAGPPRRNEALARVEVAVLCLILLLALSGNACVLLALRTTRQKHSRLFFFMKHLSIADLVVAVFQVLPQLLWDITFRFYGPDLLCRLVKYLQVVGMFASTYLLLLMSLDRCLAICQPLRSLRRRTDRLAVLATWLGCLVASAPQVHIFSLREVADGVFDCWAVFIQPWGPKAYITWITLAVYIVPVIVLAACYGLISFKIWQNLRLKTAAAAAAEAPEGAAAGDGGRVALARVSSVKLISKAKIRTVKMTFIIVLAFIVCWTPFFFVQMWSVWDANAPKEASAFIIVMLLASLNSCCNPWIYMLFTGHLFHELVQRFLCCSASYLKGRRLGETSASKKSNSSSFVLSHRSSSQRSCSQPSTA
The depositor's hits bear a star. These rows are one share of the data; the hit share may differ from the screen's.

SMILES	V1aR counter	GalR3 antagonist	OXTR agonist
CN(CC(=O)NC1CCN(Cc2ccccc2)CC1)S(=O)(=O)c1ccc(Cl)s1	1.2	-2	3.7
COc1ccc2cc(C(=O)N(C)CC(=O)Nc3ccccc3Br)ccc2c1	3.2	-5	3.0
CCN(C(=O)Cn1cnc2c1c(=O)n(C)c(=O)n2C)C1CCCCC1	1.0	-8	1.9
O=C(COC(=O)c1cnccn1)Nc1ccc(Cl)cn1	0.7	-2	1.1
Cc1ccc(NC(=O)CCC(=O)c2ccc(Cl)s2)nc1	0.4	-2	-0.9
Cc1noc(C)c1COC(=O)C1CCN(S(=O)(=O)c2ccc(F)cc2)CC1	1.2	-5	1.0
CCOCC(=O)Nc1ccc2c(c1)N(S(=O)(=O)c1cccs1)CCC2	-1.7	-5	-1.4
Cc1cc(S(=O)(=O)Nc2ccc(C(=O)NCCCn3ccnc3)cc2)ccc1F	0.1	-5	-1.0
CC1(C)O[C@H]2CC(=O)OC[C@]23[C@H]2CC[C@@]4(C)[C@H](c5ccoc5)OC(=O)[C@H]5O[C@]54[C@]2(C)[C@@H](O)C[C@@H]13	0.8	-5	0.9
CC(OC(=O)C1CC1)C(=O)Nc1ncc(Cl)cc1Cl (stereo not drawn)	0.5	-7	1.3
O=C(NCCC1CCCCN1S(=O)(=O)c1ccccc1)C(=O)Nc1ccccc1 (stereo not drawn)	0.3	-2	-2.5
c1ccc2c(c1)ccc1ccccc12	-0.1	-7	-2.0

6 successive compounds from above, for reference:
SMILES	V1aR counter	GalR3 antagonist	OXTR agonist
CN(CC(=O)NC1CCN(Cc2ccccc2)CC1)S(=O)(=O)c1ccc(Cl)s1	1.2	-2	3.7
COc1ccc2cc(C(=O)N(C)CC(=O)Nc3ccccc3Br)ccc2c1	3.2	-5	3.0
CCN(C(=O)Cn1cnc2c1c(=O)n(C)c(=O)n2C)C1CCCCC1	1.0	-8	1.9
O=C(COC(=O)c1cnccn1)Nc1ccc(Cl)cn1	0.7	-2	1.1
Cc1ccc(NC(=O)CCC(=O)c2ccc(Cl)s2)nc1	0.4	-2	-0.9
Cc1noc(C)c1COC(=O)C1CCN(S(=O)(=O)c2ccc(F)cc2)CC1	1.2	-5	1.0

Following part.
SMILES	V1aR counter	GalR3 antagonist	OXTR agonist
CCCCn1c(N)c(N(CCOC)C(=O)C(C)N2C(=O)c3ccccc3C2=O)c(=O)[nH]c1=O (stereo not drawn)	0.4	-5	0.2
CCC(C)c1ccc(NC(=O)C2=CC=CN3CCS(=O)(=O)N=C23)cc1 (stereo not drawn)	9.5	-3	16
CN(C)N1C(=O)CC(C)(c2ccc([N+](=O)[O-])cc2)C1=O (stereo not drawn)	0.9	-4	0.4
O=C(CSc1nc2ncc(Cl)cc2[nH]1)N1CCOCC1	0.3	1	0.1
C=CCN(Cc1cccs1)C(=O)COc1ccc2c(c1)OCO2	-0.8	-4	-0.7
COc1ccccc1-c1sc2ccccc2c1-c1ccc(O)cc1	0.2	-7	-0.2
COc1cc(NC(=O)C(C)N2CCN(C(=O)C3CC3)CC2)cc(OC)c1 (stereo not drawn)	0.3	-4	0.5
COc1cc2ccccc2cc1C(=O)NC1CCCCC1	-1.0	-7	-2.2
COC(=O)[C@@]12CCCCN1[C@H](c1ccc(-c3cc(C(C)=O)cs3)cc1)[C@H]1C(=O)N(C)C(=O)[C@H]12	0.3	-4	0.4
CCC1CCCCN1C(=O)COC(=O)c1cc(C)nc2ccccc12 (stereo not drawn)	0.8	-2	-1.1
O=C1N[C@@H](c2ccccc2)COC(=O)[C@@H](Cc2ccc(F)cc2)CC/C=C/C[C@@H]1CC(=O)N(CCO)Cc1ccccc1	3.4	-5	4.1
COc1ccc(N2CCN(C(=O)c3cn(Cc4ccccc4)nc3-c3cccnc3)CC2)cc1	0.7	-2	0.3
Cc1onc(-c2ccccc2)c1C(=O)NNC(=O)c1ccccc1	0.0	-3	-0.6
O=C(COC(=O)c1ccccc1)Nc1ccc2[nH]c(=O)[nH]c2c1	0.1	-3	-0.2
CC1(c2ccc(Cl)cc2)NC(=O)N(CC(=O)N2CCc3ccccc32)C1=O (stereo not drawn)	28*	-6	40*
COc1ccc(-c2nnc(SCC(=O)NC(=O)Cc3ccccc3)n2C)cc1	0.2	-3	-0.4
CSCCC(NC(=O)COc1ccccc1)C(=O)N(C)Cc1ccc(SC)cc1 (stereo not drawn)	4.9	-8	2.0
CCN1C(=O)[C@H]2[C@@H](c3ccc(-c4cccc(Cl)c4)c(OC)c3)N[C@@](C)(C(=O)OC)[C@H]2C1=O	0.9	-3	-0.5
O=C(NC(Cc1cccc(F)c1)C(=O)O)C1CCCCC1 (stereo not drawn)	0.6	-4	0.6
CCN(C(=O)Cn1ccc(C(F)(F)F)n1)c1c(N)n(Cc2ccccc2)c(=O)[nH]c1=O	0.1	-7	0.2
O=C(COC(=O)CNC(=O)c1ccccc1)NC1CCCCC1	0.5	-3	1.0
COc1ccc(CN(C)C(=O)Cc2ccc(OC)c(S(=O)(=O)N3CCOCC3)c2)cc1	-0.8	-1	0.0
CCCCn1c(N)c(N(CC(C)C)C(=O)c2ccc(S(=O)(=O)N3CCCCCC3)cc2)c(=O)[nH]c1=O	2.1	-5	-0.5
CC(Oc1cccc(Cl)c1)C(=O)Nc1ccc(N2CCOCC2)cc1N1CCOCC1 (stereo not drawn)	0.0	-2	-0.4
CC1CCN(C(=O)CN2C(=O)C(=O)N(C)C2=O)c2ccccc2S1 (stereo not drawn)	0.3	-3	0.8
O=C(COC(=O)C12CC3CC(CC(O)(C3)C1)C2)Nc1ccc(Cl)cc1F	1.4	1	-0.5
O=C(COC(=O)Cc1cccs1)NCC(=O)Nc1ccc(F)cc1	0.1	-2	0.2
O=C(NNC(=O)C12CC3CC(CC(Br)(C3)C1)C2)c1ccccc1F	-0.1	-1	0.4
Cc1ccccc1-n1nnnc1SCC(=O)NCC1(N2CCOCC2)CCCCC1	2.0	-7	-0.8
O=S(=O)(Nc1cccc(Cl)c1)c1cccc(-n2cnnn2)c1	2.5	-5	0.4
CC1CCc2sc(C(=O)NC3CCN(Cc4ccccc4)CC3)cc2C1 (stereo not drawn)	8.2	1	9.7
Cc1noc(C)c1S(=O)(=O)N(C)C[C@H]1Oc2ccc(NC(=O)Cn3cnnn3)cc2C(=O)N([C@H](C)CO)C[C@@H]1C	1.0	-5	0.9
CCOc1ccc(S(=O)(=O)N2CCOCC2)cc1NC(=O)Cc1c(F)cccc1Cl	-0.1	-3	-1.3
CCCN(CC1CC1)C(=S)NC(=O)c1ccccc1Br	-1.0	10	-2.8
Cc1ccc(S(=O)(=O)N2CCN(C(=O)COC(=O)/C=C/c3ccccc3[N+](=O)[O-])CC2)c(C)c1	1.0	1	-0.5
CCCCn1c(SCC(=O)NC(=O)Cc2ccccc2)nc2ccccc2c1=O	-0.6	-3	-2.1
Cc1csc(=O)n1CC(=O)OCc1nnc(-c2ccc(Cl)cc2)o1	2.1	-5	0.1
CCc1nnc(NC(=O)c2cccc(S(=O)(=O)N3CCN(C(C)=O)CC3)c2)s1	0.8	-6	0.3
CCN(CC(=O)Nc1cc(Cl)ccc1C)C(=O)Cn1c(=O)cnc2ccccc21	0.7	-4	-0.7
COc1ccc(S(=O)(=O)Nc2cccc3c2O[C@H](CN(C)Cc2ccncc2)[C@@H](C)CN([C@H](C)CO)C3=O)cc1	0.0	-5	1.3
CC(=O)c1cc2c(cc1NC(=O)CSc1ccc(S(=O)(=O)N(C)C)cn1)OCO2	3.3	-5	5.0
COC(=O)C1CCN(C(=O)COC(=O)c2cccc(NS(=O)(=O)c3ccccc3)c2)CC1	1.8	-1	2.9
Cc1ccc(S(=O)(=O)CCC(=O)OCC(=O)Nc2cc(F)ccc2C)cc1	-0.6	-4	-0.4
Cc1ccccc1C(=O)N1CCC(C(=O)Nc2cccc(S(=O)(=O)N3CCCCC3)c2)CC1	3.6	-3	0.0
COc1cc(NS(=O)(=O)c2cc(C(=O)NCCc3ccccn3)ccc2OC)cc(OC)c1	0.9	-4	0.7
O=C(Cc1cccc(NC(=O)C2CCN(C(=O)c3ccccc3)CC2)c1)Nc1cccc(C(=O)N2CCCC2)c1	-1.1	-2	-0.1
CCOc1ccc(NC(=O)CN(C)C(=O)C(C)N2C(=O)c3ccccc3C2=O)cc1OCC (stereo not drawn)	0.0	-1	-0.9
CN(CC(=O)Nc1ccc(Cl)c(Cl)c1)C(=O)CNC(=O)Cc1ccccc1	6.2	0	4.6
COc1ccc(S(=O)(=O)NCC(c2ccco2)N2CCOCC2)cc1 (stereo not drawn)	0.1	-5	-0.7
COc1ccc2ccccc2c1/C=N/NC(=O)c1cccc(C)c1	-0.4	-3	-2.0
COc1ccc(NC(=O)CSc2nnc(C)s2)cc1S(=O)(=O)N1CCOCC1	0.5	-8	1.0
Cc1ccc(S(=O)(=O)Nc2cccc(Cl)c2)cc1NC(=O)C1CC1	9.1	-7	7.4
C=CC[C@@H](CC(=O)N[C@H](CO)Cc1ccccc1)C(=O)NC[C@@H](OC(=O)[C@@H](CC=C)Cc1ccc(F)cc1)c1ccccc1	0.1	-8	-0.2
CCN(C[C@H]1N[C@@](CC)(C(=O)OC)[C@H]2C(=O)N(C)C(=O)[C@@H]12)C(=O)c1ccc(F)cc1	1.1	-4	-0.4
O=S(=O)(c1ccc2c(c1)CCCN2)N1CCCCC1	0.3	-3	0.6
CC(=O)c1ccc(NC(=O)CN2c3cccc4cccc(c34)S2(=O)=O)cc1	-0.9	-4	0.1
Cc1ccc(NC(=O)/C(Cl)=C\c2ccccc2)cc1	-0.5	-3	-1.2
COc1ccc(Br)c(C(=O)OCC(=O)NC(=O)NC2CCCC2)c1	1.9	-5	-0.5
Cc1cc(C(=O)NCc2ccco2)sc1C	0.2	0	0.7
O=C1C=C(c2cccc(Cl)c2)C[C@@H](c2ccc(Cl)cc2)C1	1.0	-6	0.5

Continued.
SMILES	V1aR counter	GalR3 antagonist	OXTR agonist
Cc1ccc(CN2C(=O)C(Cc3ccccc3)Nc3ncnc(N4CCN(c5ccccc5)CC4)c32)cc1 (stereo not drawn)	0.0	2	-1.5
CCN1C(=O)[C@@H]2[C@@H](c3ccc(-c4ccc5c(c4)OCO5)cc3)N3CCCC[C@@]3(C(=O)OC)[C@@H]2C1=O	0.5	-2	0.5
CCOc1ccc(NC(=O)c2cc([N+](=O)[O-])ccc2N2CCOCC2)cc1	-1.0	-6	-2.3
CNc1snc(C)c1C(=O)OC(C)C(=O)c1ccc(F)cc1 (stereo not drawn)	6.6	-2	4.4
COc1ccc(CCNC(=O)COC(=O)/C=C/c2cccc(F)c2)cc1	3.7	-8	4.8
Cc1ccccc1C(=O)NCCCNC(=O)c1ccccc1C	0.6	-3	-0.8
O=C(CCNC(=O)c1ccc(Br)cc1)Nc1ccc(S(=O)(=O)N2CCOCC2)cc1	1.4	-3	2.3
CCN(CC(=O)NCc1cccs1)C(=O)c1cc(Br)ccc1O	1.2	-6	0.6
CCC(=O)Nc1ccc(C(=O)CN2C(=O)NC3(CCCCCC3)C2=O)cc1	0.4	1	1.5
c1ccc(NC2=NCCN2CCCC2CCCC2)cc1	1.1	-7	2.3
O=C1CN(C(=O)COC(=O)/C=C/c2ccc(F)cc2)c2ccccc2N1	0.8	-7	2.1
CCOc1ccc(S(=O)(=O)Nc2ccc(C(=O)N(C)CC(=O)Nc3ccc(OC)cc3)cc2)cc1	-1.0	-1	1.0

Exported in markdown: entries from further up.
| smiles | V1aR counter | GalR3 antagonist | OXTR agonist |
| --- | --- | --- | --- |
| COc1ccc(CCNC(=O)COC(=O)/C=C/c2cccc(F)c2)cc1 | 3.7 | -8 | 4.8 |
| CCOc1ccc(S(=O)(=O)Nc2ccc(C(=O)N(C)CC(=O)Nc3ccc(OC)cc3)cc2)cc1 | -1.0 | -1 | 1.0 |
| O=C1CN(C(=O)COC(=O)/C=C/c2ccc(F)cc2)c2ccccc2N1 | 0.8 | -7 | 2.1 |
| CCN(CC(=O)NCc1cccs1)C(=O)c1cc(Br)ccc1O | 1.2 | -6 | 0.6 |
| O=C(CCNC(=O)c1ccc(Br)cc1)Nc1ccc(S(=O)(=O)N2CCOCC2)cc1 | 1.4 | -3 | 2.3 |

Other results
SMILES	V1aR counter	GalR3 antagonist	OXTR agonist
O=S(=O)(NCc1ccccc1Br)c1ccccc1Br	-1.2	-2	-0.8
COc1ccc(S[C@@H](CCN2CC[C@H](O)CCC2=O)c2ccccc2)cc1	1.6	-5	0.3
CC12CCC(=O)N1C(C(=O)N1CCN(S(=O)(=O)c3cccc(C(F)(F)F)c3)CC1)CS2 (stereo not drawn)	-0.7	-4	-0.8
CCC[C@@H](CN1CCC[C@H]1CN1C(N)=NC[C@H]1C(C)C)N1C[C@@H](Cc2ccccc2)N(CCCC2CCCC2)C1=N	1.4	-4	0.7
N#Cc1ccc(CN2CCN(C(=O)C3CC(=O)N(c4ccccc4F)C3)CC2)cc1 (stereo not drawn)	1.5	-5	0.8
CCOC(=O)c1[nH]c(C)c(C(=O)OCC(=O)N(Cc2ccccc2)C(C)C)c1C	1.6	-3	-0.5
COc1ccc(CCNC(=O)COC(=O)C2CC2C)cc1OC (stereo not drawn)	0.7	-2	1.3
COc1ccc(C(=O)Nc2ccc(Cl)cn2)cc1S(=O)(=O)N1CCCC1	2.2	-2	0.7
COc1cc(C(=O)NCc2ccc(S(N)(=O)=O)cc2)ccc1OCC(=O)N1CCOCC1	2.7	-2	0.9
